IDE cell activ = activators of human insulin-degrading enzyme in cells. AID 493087. activation, % at 5.96 µM. HEK cells, FAbeta-B cleavage, fluorescence polarization; 0% vehicle, 100% cell-free pure enzyme wells. hit rate 0.073% among 340,000;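 active = activation above the mean of all tested compounds plus 3 SD, set per screening campaign, cut at about 17% in these data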
Target sequence (P14735 whole entry, looked up): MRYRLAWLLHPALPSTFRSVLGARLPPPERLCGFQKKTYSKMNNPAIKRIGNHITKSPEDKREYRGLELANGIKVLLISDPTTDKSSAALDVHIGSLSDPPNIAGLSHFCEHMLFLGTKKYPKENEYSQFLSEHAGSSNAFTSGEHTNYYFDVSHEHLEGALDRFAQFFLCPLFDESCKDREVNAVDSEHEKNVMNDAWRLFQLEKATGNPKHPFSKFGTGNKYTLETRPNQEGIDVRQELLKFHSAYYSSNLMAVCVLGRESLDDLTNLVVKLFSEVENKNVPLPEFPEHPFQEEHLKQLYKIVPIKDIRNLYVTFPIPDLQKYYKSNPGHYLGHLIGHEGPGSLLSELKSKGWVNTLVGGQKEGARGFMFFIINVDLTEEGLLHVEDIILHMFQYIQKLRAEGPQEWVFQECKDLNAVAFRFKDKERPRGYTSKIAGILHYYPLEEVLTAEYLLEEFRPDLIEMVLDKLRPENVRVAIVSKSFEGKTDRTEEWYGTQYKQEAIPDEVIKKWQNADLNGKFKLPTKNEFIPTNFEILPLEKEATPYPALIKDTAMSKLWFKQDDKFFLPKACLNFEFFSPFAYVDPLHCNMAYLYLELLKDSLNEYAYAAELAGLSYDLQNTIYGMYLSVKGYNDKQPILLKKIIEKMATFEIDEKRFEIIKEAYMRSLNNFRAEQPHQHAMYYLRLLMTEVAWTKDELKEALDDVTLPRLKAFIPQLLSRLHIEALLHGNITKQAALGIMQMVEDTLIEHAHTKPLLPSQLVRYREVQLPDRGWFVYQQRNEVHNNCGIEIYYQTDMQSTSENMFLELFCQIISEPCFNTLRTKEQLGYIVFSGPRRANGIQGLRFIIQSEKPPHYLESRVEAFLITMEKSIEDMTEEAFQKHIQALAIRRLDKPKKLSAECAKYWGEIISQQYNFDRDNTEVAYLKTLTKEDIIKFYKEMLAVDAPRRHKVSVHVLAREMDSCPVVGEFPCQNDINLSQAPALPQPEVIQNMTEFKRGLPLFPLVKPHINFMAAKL
p-CIP stab down = lowers stability of the mouse p/CIP coactivator protein; Q05BA5; F442A p/CIP-EGFP cells, EGFP fluorescence, 16 h; decrease of EGFP signal, % at 10 µM; hit rate 0.01% among 290,000; AID 1984;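 active = EGFP signal decrease of at least 30% at 10 µM or well 3 SD below plate mean, unless failing retest; inactive = the rest, including hits failing retest or dose response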; also: some compounds called inactive have numbers as strong as hits; many of its hits are not listed in these tables
GPR7 antag = human neuropeptides B/W receptor 1 antagonism; P48145; GPR7-expressing cells, fluorescence antagonist assay; inhibition, % at 4.4 µM; hit rate 1.1% among 290,000; in the data active = inhibition above about 16%, passing the limit was not always enough;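 also: cells stimulated with the agonist NPW; 0% = agonist with vehicle and 100% = vehicle without agonist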
M18AAP inhibitor = blocks P. falciparum M18 aspartyl aminopeptidase | recombinant PfM18AAP, H-Glu-NHMec fluorogenic cleavage | inhibition, % at 7.35 µM | hit rate 1.2% among 290,000 | AID 1822;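 active = inhibition above the campaign mean inhibition over all tested compounds plus 3 SD, cut at about 28% in these data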;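 also: 0% = plate median of test compound wells and 100% = 2 mM ZnCl2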
PHOSPHO1 inh = blocks human PHOSPHO1 phosphatase activity; Q8TCT1; recombinant PHOSPHO1, absorbance phosphatase assay; inhibition, % at 13.3 µM; hit rate 1.1% among 290,000; in the data active = inhibition above about 60%
IDE inh = inhibitors of human insulin-degrading enzyme in cells; AID 434962; inhibition, % at 5.59 µM; HEK cells, FAbetaB cleavage, fluorescence polarization; hit rate 0.41% among 320,000;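 active = percent inhibition above the average of all tested compounds plus 3 SD, set per screening campaign, cut at about 16% in these data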;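 also: IDE supplied by intact live HEK cells; FP after avidin binding of uncleaved biotin substrate so inhibition keeps polarization high; 0% = DMSO wells and 100% = 60 µM reference IDE inhibitor Ii1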
NALP1 yeast inh = NALP1 inhibition; S. cerevisiae NALP1/ASC/caspase-1 growth, X-gal OD620, 72 h; inhibition, % at 10 µM; hit rate 0.61% among 280,000; AID 2071; in the data active = inhibition mostly above about 24%, no sharp cut-off; inactive = mostly below about 32%; also: some compounds called inactive have numbers as strong as hits
IMP-1 inhibitor = blocks Pseudomonas aeruginosa IMP-1 metallo-beta-lactamase. purified IMP-1, nitrocefin hydrolysis, epi-absorbance fluorescence. inhibition, % at 5.6 µM. hit rate 0.45% among 290,000;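 active = inhibition above the mean plus 3 SD of all compounds in the same screening run, cut at about 4.5% in these data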;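 also: 0% = IMP-1 with DMSO and 100% = DMSO wells lacking enzyme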
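System: purified IMP-1 / Input: IMP-1 dispensed at 0.2 nM / Medium: 50 mM HEPES pH 7.1, 50 µM ZnSO4, 0.05% Brij 35 / Timing: 15 min enzyme–compound preincubation, then 25 min nitrocefin reaction, 25 °C / Technique: plate fluorescence quenching by hydrolysis product, ex 480/em 530 nm / Repeats: singlicate testing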
VIM-2 inhibitor = blocks Pseudomonas aeruginosa VIM-2 metallo-beta-lactamase; purified VIM-2, nitrocefin hydrolysis, epi-absorbance fluorescence; inhibition, % at 5.6 µM; hit rate 0.89% among 290,000;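 active = inhibition above the mean of all tested compounds plus 3 SD, cutoff set per screening run, cut at about 7.5% in these data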;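 also: red hydrolysis product quenches plate fluorescence so inhibitors raise well fluorescence; 0% = enzyme with DMSO and 100% = DMSO without enzyme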
Starred values were filed as active, the others as inactive; . = no result given.

SMILES | IDE cell activ | p-CIP stab down | GPR7 antag | M18AAP inhibitor | PHOSPHO1 inh | IDE inh | NALP1 yeast inh | IMP-1 inhibitor | VIM-2 inhibitor
COc1cc(NC(=O)C2CCCN2S(=O)(=O)c2cccc3cccnc23)cc(OC)c1OC (stereo not drawn) | -1 | 4 | 4 | 1 | -14 | 2 | 4 | -2.5 | -2.3
Cc1ccc(C(=O)NCCNS(C)(=O)=O)cc1 | -4 | 14 | -3 | -15 | 12 | 4 | 3 | 0.3 | -0.4
Cc1c(Br)c([N+](=O)[O-])nn1CC(=O)NCc1cccs1 | 2 | -9 | -4 | -4 | -5 | -1 | -6 | -1.7 | -1.0
Cc1cc(CCN2CCC(=O)NC2=O)ccc1OC(C)C | 2 | -3 | 0 | -2 | 9 | 6 | -4 | -2.3 | -1.4
Cc1cccc(-c2nnc(SCC#N)n2Cc2ccccc2)c1 | 3 | -66 | 8 | -2 | 9 | 1 | 12 | -1.5 | -3.1
CN(C)c1ccc(C(=O)Nc2nnc(-c3ccc(Cl)cc3)o2)cc1 | 2 | 8 | -2 | -8 | 50 | -4 | 42 | -1.5 | -1.3
CCOc1ncccc1C(=O)OCC(=O)c1cc(OC)ccc1OC | -5 | -3 | -12 | 2 | 40 | 1 | 11 | -0.7 | -2.9
Fc1ccc(CSc2nc3ccccc3[nH]2)c2ccccc12 | 1 | -9 | 1 | 4 | 9 | 1 | 9 | -3.6 | -1.1
Cc1cc(=S)nc(-c2ccccn2)[nH]1 | -2 | -7 | 8 | -13 | -108 | 11 | . | -1.1 | 11*
O=C(NCc1ccccc1)OCCN1CCN(Cc2ccccc2)CCC1=O | -5 | -2 | 5 | -10 | -14 | -4 | 28 | -2.4 | -3.1
N#Cc1ccc(/C=N/NC(=O)c2cc(-c3cccs3)nc3ccccc23)cc1 | -4 | 1 | -6 | 0 | -4 | -3 | . | -0.3 | -2.2
COc1cc(/C=N/Nc2nc3ccccc3[nH]2)cc(Br)c1OCC(=O)N(C)C | -2 | 9 | -8 | 7 | 32 | 5 | 20 | -4.3 | -3.0
CCOc1ccc(CNC(=O)CCSCc2ccccc2F)cc1OC | 4 | 5 | -1 | -8 | -5 | 8 | -1 | -2.0 | -1.9
CCOc1ccccc1NC1c2ccccc2C(=O)N1Cc1ccco1 (stereo not drawn) | 5 | -16 | -2 | 4 | -7 | -3 | -1 | -1.7 | 0.0
CCCCn1ccnc1C(=O)c1cccc(S(=O)(=O)N2c3ccccc3CC2C)c1 (stereo not drawn) | 4 | -4 | -9 | 1 | 18 | 5 | -23 | -3.1 | -2.1
Nc1ccc2oc(-c3ccccc3Cl)cc(=O)c2c1O | 0 | -1 | -8 | 4 | -6 | -1 | 17 | -5.5 | -2.3
Cc1onc(-c2c(Cl)cccc2Cl)c1-c1nc2cc(Cl)ccc2c(=O)o1 | . | 13 | -2 | -4 | 12 | . | 15 | -0.6 | -0.1
CCOC(=O)c1sc(C)c2c1NC(c1ccc(N(C)C)cc1)NC2=O (stereo not drawn) | 6 | -6 | 2 | 0 | 14 | 0 | -8 | -1.6 | -0.6
O=C(Cn1cc([N+](=O)[O-])nc1[N+](=O)[O-])N1CCN(c2ccccc2)CC1 | 0 | 2 | -7 | 1 | -19 | -2 | 4 | -0.5 | -3.3
COc1ccc(CNC(=O)COC(=O)CN2C(=O)C(C)Oc3ccc(C)cc32)cc1 (stereo not drawn) | 2 | 12 | 8 | 1 | 14 | 4 | 19 | 2.1 | 1.5
O=C(OC1CCOC1=O)c1ccc(NS(=O)(=O)c2cccs2)cc1 (stereo not drawn) | 0 | -3 | -4 | 6 | 23 | 3 | 9 | -3.2 | -1.6
Cc1ccc(OCC(=O)NC(=S)Nc2ccc3c4c(cccc24)CC3)cc1 | 2 | 13 | -5 | -2 | 5 | 1 | 0 | -0.9 | -1.2
O=C(CSc1nc2c(c(=O)n1-c1ccccc1)SCC2)NCC1CCCO1 (stereo not drawn) | 5 | -7 | -16 | -1 | 46 | 1 | . | -2.2 | -0.8
COc1nc(NCCc2ccc(OC)c(OC)c2)nc(Nc2ccccc2)n1 | 5 | -4 | -5 | -13 | 62* | 2 | 0 | -3.2 | -0.3
CC(C)c1ccc(NC2CCCN(C(=O)CCN3CCCCO3)C2)cc1 (stereo not drawn) | 5 | -9 | -6 | -1 | 23 | -3 | 10 | -1.9 | -2.3

Continuation:
SMILES | IDE cell activ | p-CIP stab down | GPR7 antag | M18AAP inhibitor | PHOSPHO1 inh | IDE inh | NALP1 yeast inh | IMP-1 inhibitor | VIM-2 inhibitor
CC(=O)N1CCN(c2cc(N3CCc4ccccc4C3)c(F)cc2[N+](=O)[O-])CC1 | -1 | 15 | 10 | -4 | 3 | -3 | 5 | -3.4 | -0.3
Cc1sc2ncnc(OCC(=O)NCC3CCCO3)c2c1C (stereo not drawn) | -4 | 0 | -1 | 4 | 14 | -3 | 7 | -0.8 | -1.4
CCOC(=O)N1CCN(c2c(NC3CCN(Cc4ccccc4)CC3)c(=O)c2=O)CC1 | 2 | -6 | -7 | -1 | -5 | 0 | -14 | -4.1 | -4.7
COCCNC(=O)Cn1cc(S(=O)(=O)N2CCN(c3ccccc3F)CC2)c2ccccc2c1=O | 1 | -6 | -6 | 2 | 11 | 5 | -13 | -2.9 | -2.1
COC(=O)c1c(O)ccc(Oc2ccccc2)c1C(=O)OC | 0 | 0 | . | . | -11 | 4 | . | . | .
NS(=O)(=O)c1ccc(NC(=S)NNC(=O)c2cccs2)cc1 | . | -10 | -6 | 20 | -68 | 2 | -2 | -1.8 | -1.9
Cc1nc2ccccc2c(=O)n1/N=C1\C(=O)N(C)c2ccccc21 | . | 9 | 1 | 0 | -3 | 1 | -31 | -0.4 | 1.6
CCc1cccc(OCC2Cn3c(nc4c3c(=O)n(C)c(=O)n4C)O2)c1 (stereo not drawn) | -14 | 2 | 14 | 9 | -7 | 9 | 8 | 2.3 | 2.0
Cc1noc(/C=C/N(C)C)c1S(=O)(=O)N1CCCC(C(=O)NC2CCCCC2C)C1 (stereo not drawn) | -3 | 5 | -18 | -9 | 9 | -1 | 6 | -6.0 | -0.5
Fc1ccc(CNC(=S)Nc2ccccc2Cl)cc1 | -1 | -14 | -7 | 3 | -5 | 5 | 18 | -3.1 | -3.4
COc1ccc(CNC(=O)NCCc2c[nH]c3ccccc23)cc1 | 2 | 5 | 3 | 3 | 9 | . | 4 | -1.2 | -0.9
O=C(NC(NC(=S)Nc1c(Cl)cccc1Cl)C(Cl)(Cl)Cl)OCc1ccccc1 (stereo not drawn) | 0 | -12 | 27* | 4 | -9 | 0 | -15 | -0.8 | -2.9
CCC(=O)N1N=C(c2c(O)n(C)c(=O)n(C)c2=O)CC1c1ccccc1 (stereo not drawn) | 1 | -6 | -8 | 5 | 33 | 6 | -20 | -5.2 | -4.4
Cc1ccccc1NC(=O)C(NS(=O)(=O)c1ccc2c(c1)c(=O)n(C)c(=O)n2C)c1ccccc1 (stereo not drawn) | -5 | 3 | -4 | 0 | -5 | 3 | -19 | -3.6 | -4.6
O=C1NC[C@H](c2ccccc2)N(CCc2cc(C(F)(F)F)cc(C(F)(F)F)c2)C1=O | 3 | 0 | . | . | 44 | -2 | . | . | .
COc1ccc(OC)c(NC(=O)CCCCCn2nnc3ccccc3c2=O)c1 | 2 | -17 | -5 | -9 | 34 | 1 | 5 | -3.0 | -2.1
CCOC(=O)c1[nH]c2ccc(OCC)cc2c1NC(=O)CN1CCN(c2ccccc2)CC1 | -1 | 4 | 0 | 5 | 1 | -2 | 4 | -3.2 | -3.2
CC(C)(O)[C@H]1Cc2cc3ccc(=O)oc3cc2O1 | 1 | -1 | -4 | 3 | 28 | 2 | -10 | 2.1 | 1.0
COc1ccc(NC(=O)C2CCCO2)cc1Cl (stereo not drawn) | 8 | -14 | 8 | -7 | -20 | 6 | 14 | -2.0 | -0.5
O=C(CCc1ccc(S(=O)(=O)NC2CCCCC2)cc1)NCc1ccccn1 | 2 | -16 | -2 | -11 | 37 | 0 | -9 | 0.3 | -0.2
CC1CCC(NC(=O)C(Cc2ccccc2)n2cccc2)CC1 (stereo not drawn) | 8 | -5 | 2 | -2 | 18 | 2 | . | -1.4 | -2.2
COc1ccc(N2C(=NC(=O)C3CC3)SC3CS(=O)(=O)CC32)cc1Cl (stereo not drawn) | 4 | 4 | -19 | 1 | 34 | 1 | 11 | -1.4 | -0.9
COC(=O)c1[nH]c2cccc(OC)c2c1NC(=O)CN(C)CC1OCCO1 | 3 | -10 | -2 | -16 | -1 | -3 | 15 | 0.2 | -0.5
COc1ccc(NS(=O)(=O)c2cc(S(C)(=O)=O)ccc2C)cc1 | 4 | 1 | -3 | 10 | -39 | -1 | 20 | -4.1 | -3.6
O=C1N(CN2CCN(c3cccc(Cl)c3)CC2)c2ccccc2C12OCCCO2 | -8 | 8 | 4 | -6 | 16 | 1 | 6 | -2.0 | -4.1
CCSc1ccc2nnc(-c3cccc(F)c3)n2n1 | -2 | -5 | -20 | 1 | 94* | 9 | 21 | -1.9 | 12*
CCn1nc(C)c(NC(=O)CC23CC4CC(CC(C4)C2)C3)c1C | 6 | -20 | -4 | -4 | 1 | -2 | 21 | 0.5 | -2.8
Cc1ccc2nc(NCCCN3CCOCC3)c(C=NCCCN3CCOCC3)c(=O)n2c1 | 2 | -5 | -11 | -2 | 6 | . | . | -5.1 | 0.4

Reformatted as labelled records: entries from further up.
> CCOc1ccc(CNC(=O)CCSCc2ccccc2F)cc1OC
- IDE cell activ: 4
- p-CIP stab down: 5
- GPR7 antag: -1
- M18AAP inhibitor: -8
- PHOSPHO1 inh: -5
- IDE inh: 8
- NALP1 yeast inh: -1
- IMP-1 inhibitor: -2.0
- VIM-2 inhibitor: -1.9

> CCOc1ccccc1NC1c2ccccc2C(=O)N1Cc1ccco1 (stereo not drawn)
- IDE cell activ: 5
- p-CIP stab down: -16
- GPR7 antag: -2
- M18AAP inhibitor: 4
- PHOSPHO1 inh: -7
- IDE inh: -3
- NALP1 yeast inh: -1
- IMP-1 inhibitor: -1.7
- VIM-2 inhibitor: 0.0

> CCCCn1ccnc1C(=O)c1cccc(S(=O)(=O)N2c3ccccc3CC2C)c1 (stereo not drawn)
- IDE cell activ: 4
- p-CIP stab down: -4
- GPR7 antag: -9
- M18AAP inhibitor: 1
- PHOSPHO1 inh: 18
- IDE inh: 5
- NALP1 yeast inh: -23
- IMP-1 inhibitor: -3.1
- VIM-2 inhibitor: -2.1

> Nc1ccc2oc(-c3ccccc3Cl)cc(=O)c2c1O
- IDE cell activ: 0
- p-CIP stab down: -1
- GPR7 antag: -8
- M18AAP inhibitor: 4
- PHOSPHO1 inh: -6
- IDE inh: -1
- NALP1 yeast inh: 17
- IMP-1 inhibitor: -5.5
- VIM-2 inhibitor: -2.3

A second format for two compounds above:
COc1ccc(NC(=O)C2CCCO2)cc1Cl (stereo not drawn)
  IDE cell activ: 8; p-CIP stab down: -14; GPR7 antag: 8; M18AAP inhibitor: -7; PHOSPHO1 inh: -20; IDE inh: 6; NALP1 yeast inh: 14; IMP-1 inhibitor: -2.0; VIM-2 inhibitor: -0.5
O=C(CCc1ccc(S(=O)(=O)NC2CCCCC2)cc1)NCc1ccccn1
  IDE cell activ: 2; p-CIP stab down: -16; GPR7 antag: -2; M18AAP inhibitor: -11; PHOSPHO1 inh: 37; IDE inh: 0; NALP1 yeast inh: -9; IMP-1 inhibitor: 0.3; VIM-2 inhibitor: -0.2

Screens from PubChem BioAssay.
